STAT1 act: increases IFN-gamma driven STAT1 reporter signal. activation (% of control), % at 5.5 µM. 2.6% of 200,000 active. NIH 3T3 STAT1-luciferase reporter, luminescence; 100% = IFN-gamma alone, no compound;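 active = activation above the screen-wide mean activation plus 3 SD, cut at about 130% in these data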;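 note: raw ratio to IFN-gamma control signal so 100% means no change and 0% no light; values of inactives mirror those of a sister screen read the other way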
NF-kB expr up: compounds increasing NF-kB expression in human neuronal cells; fold change at 12.5 µM; NF-kB reporter expression; stronger effect = higher value; AID 1239; 1.6% of 190,000 active; in the data active = fold change above about 3.3
DTT redox prof: compounds producing H2O2 with reducing agent – biochemical, NIH compound library profiling, artefact control for MLSCN library redox annotation, primary screen; DTT-dependent redox cycling H2O2, phenol red/HRP absorbance; 100% = 100 µM peroxide control, 0% = buffer; activation, % at 10 µM; 0.03% of 200,000 active; AID 878;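 active = activation of at least 50% relative to the plate's high and low controls in the primary single-dose screen; inactive = activation below 50%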;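 note: compound incubated with DTT at 0.8 mM final as the reducing agent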
STAT3 inh: STAT3 signaling inhibition | U3A cells, IL-6 STAT3-luciferase reporter, luminescence; host cell line lacks STAT1 | inhibition, % at 5.5 µM | 0.89% of 190,000 active;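 active = inhibition above the mean inhibition across all screened compounds plus 3 SD, cut at about 44% in these data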;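 note: 0% = DMSO only wells and 100% = 100 µM nifuroxazide control wells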
STAT1 inh: reduces IFN-gamma driven STAT1 reporter signal; NIH 3T3 STAT1-luciferase reporter, luminescence; inhibition, % at 5.5 µM; 0.35% of 200,000 active; AID 920;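 active = inhibition above a set limit, the mean inhibition across all tested compounds plus 3 SD, cut at about 34% in these data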;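 note: 0% = IFN-gamma with DMSO and 100% = IFN-gamma with 300 µM nifuroxazide; values of inactives mirror those of a sister screen read the other way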
STAT3 act: activators of IL-6 induced STAT3 signaling; U3A cells, IL-6 STAT3-luciferase reporter, luminescence; 100% = signal with IL-6 EC80 alone; activation (% of control), % at 5.6 µM; 0.91% of 190,000 active;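 active = activation above the screen-wide mean of compound activation plus 3 SD, cut at about 130% in these data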;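 note: 0% = background luminescence of wells with medium and substrate only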
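Test system: Human STAT1-deficient U3A cells with stable STAT3-luciferase reporter | Also added: Interleukin-6, 33 ng/mL | Timing: Compound pre-incubation 1 h before IL-6, then 6 h stimulation at 37 °C | Technique: Luciferase reporter luminescence | Read-out: Percent of IL-6-only median luminescence | Benchmarks: IL-6-only wells as 100% reference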
HMGR II inh: E. faecalis class II HMG-CoA reductase inhibition; purified E. faecalis HMGR, NADPH absorbance 340 nm kinetic; inhibition, % at 10 µM; 0.41% of 190,000 active; AID 1066;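 active = inhibition above a set limit, the median over all tested compounds plus 3 SD, cut at about 9.5% in these data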;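 note: enzyme runs in reverse so mevalonate oxidation gives rising NADPH absorbance; 0% = complete reaction with DMSO and 100% = background rate lacking mevalonate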
APP 5'UTR act: activates APP 5'UTR luciferase reporter; SH-SY5Y APP 5'UTR luciferase reporter, luminescence; zero percent = DMSO vehicle wells; activation, % at 2 µM; 1% of 190,000 active; AID 1276;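 active = activation above a set limit, based on mean plus 3 SD of controls, cut at about 140% in these data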; note: values of inactives mirror those of a sister screen read the other way
TLR4-MyD88 BLA: blocks binding of human TLR4 to MyD88; O00206+Q99836; HeLa CL3-4 TLR4/MyD88 BLA complementation, FRET ratio; inhibition, % at 8.4 µM; 0.18% of 200,000 active; AID 861; in the data active = inhibition above about 25%;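 note: 0% = vehicle and 100% = reference inhibitor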
Target sequence (O00206 whole entry, looked up): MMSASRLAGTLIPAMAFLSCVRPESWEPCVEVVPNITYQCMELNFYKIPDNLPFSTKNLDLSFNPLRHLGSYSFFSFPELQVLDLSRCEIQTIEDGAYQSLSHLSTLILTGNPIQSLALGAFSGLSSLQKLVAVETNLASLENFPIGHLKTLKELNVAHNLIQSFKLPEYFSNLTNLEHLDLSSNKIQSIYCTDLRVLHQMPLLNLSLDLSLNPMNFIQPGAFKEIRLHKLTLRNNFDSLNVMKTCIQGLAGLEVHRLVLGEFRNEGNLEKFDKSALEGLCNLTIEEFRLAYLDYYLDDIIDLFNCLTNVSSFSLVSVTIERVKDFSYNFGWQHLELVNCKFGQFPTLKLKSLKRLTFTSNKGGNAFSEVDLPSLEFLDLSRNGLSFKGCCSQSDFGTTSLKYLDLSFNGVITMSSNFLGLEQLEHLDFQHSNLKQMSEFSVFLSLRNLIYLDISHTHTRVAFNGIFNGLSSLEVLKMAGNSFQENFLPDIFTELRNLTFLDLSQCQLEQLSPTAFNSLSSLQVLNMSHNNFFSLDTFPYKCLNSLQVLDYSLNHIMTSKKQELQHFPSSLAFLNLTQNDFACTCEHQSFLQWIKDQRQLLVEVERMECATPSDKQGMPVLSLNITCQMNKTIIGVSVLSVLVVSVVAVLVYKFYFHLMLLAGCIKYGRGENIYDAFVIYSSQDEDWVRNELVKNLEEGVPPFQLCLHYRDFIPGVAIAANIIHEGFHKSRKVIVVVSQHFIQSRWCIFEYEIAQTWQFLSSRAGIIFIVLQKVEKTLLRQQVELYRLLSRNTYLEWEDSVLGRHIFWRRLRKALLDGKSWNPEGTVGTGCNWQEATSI
Target sequence (Q99836 whole entry, looked up): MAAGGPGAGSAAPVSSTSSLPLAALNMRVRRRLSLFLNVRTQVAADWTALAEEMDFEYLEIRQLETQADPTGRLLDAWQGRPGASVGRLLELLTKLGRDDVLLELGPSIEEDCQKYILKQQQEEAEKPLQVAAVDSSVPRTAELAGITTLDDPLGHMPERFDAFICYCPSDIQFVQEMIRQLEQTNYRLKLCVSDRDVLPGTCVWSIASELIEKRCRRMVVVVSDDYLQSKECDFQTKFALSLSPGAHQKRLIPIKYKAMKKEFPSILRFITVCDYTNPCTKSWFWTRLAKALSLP
Hsp70 act: switches on Hsp70 transcription; HeLa Hsp70 promoter luciferase reporter, luminescence; scaled: vehicle 0, proteasome-inhibitor control 100%; 0.04% of 200,000 active; AID 1203; activation, % at 10 µM;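 active = activation above the mean across all tested compounds plus 3 SD, cutoff set per campaign, cut at about 5.5% in these data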;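 note: 100% = MG132 at 30 µM as the positive control and 0% = DMSO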
* = called active by the depositor; x = no result given.

SMILES	STAT1 act	NF-kB expr up	DTT redox prof	STAT3 inh	STAT1 inh	STAT3 act	HMGR II inh	APP 5'UTR act	TLR4-MyD88 BLA	Hsp70 act
CCN(CC)CCN(Cc1cc2cc(C)ccc2[nH]c1=O)C(=S)NCc1ccco1	107	1	-0.5	-7	-8	105	-3	11	6	-0.2
Fc1ccc(-n2nnnc2-c2cnc(-c3cccs3)nc2C(F)(F)F)cc1	83	0.52	-3.8	32	19	78	-2	-3	-15	-0.2
COC(=O)c1ccc(Sc2ccccn2)c([N+](=O)[O-])c1	91	1	0.5	8	10	90	-1	26	-2	-0.6
O=C(O)CNC(=O)/C=C/c1ccc(Cl)cc1Cl	97	1.4	-0.3	10	1	96	-4	5	9	-0.5
COc1ccc(NC(=O)N2CCN(S(C)(=O)=O)CC2)cc1	97	1.2	-0.9	10	3	99	-7	-13	-6	-0.1
CC(=O)NC(Cc1cc(C)ccc1C)C(=O)N1CCN(C(=O)Nc2ccc(C(C)=O)cc2)CC1 (configuration not stated)	104	1	2.6	6	-4	99	-2	4	10	-0.4
C=CCN1C(=O)c2ccc(C(=O)OCC(=O)N(C)C3CCCCC3)cc2C1=O	97	1.3	-1.4	2	1	101	-2	-1	8	-0.2
Cc1ccc(-n2c(O)c(/C=N/NC(=O)C3COc4ccccc4O3)c3ccccc3c2=O)cc1 (configuration not stated)	94	0.93	x	11	7	91	-4	-10	9	-0.2
CC(=O)Nc1ccc(NC(=O)C2CCCN2/C=C/C(=O)C(F)(F)F)cc1 (configuration not stated)	103	0.93	-0.8	20	-5	91	-3	38	1	0.0
Clc1ccc(C2C3=C(Nc4ncnn42)c2ccccc2CC3)cc1 (configuration not stated)	106	0.86	0.3	32	-6	78	-2	-8	10	-0.3
CCC(C)(C)n1nnnc1C(c1ccc(C)cc1)N1CCSCC1 (configuration not stated)	102	0.95	-5.3	6	-2	96	0	13	-4	-0.1
O=C(N/N=C/c1c[nH]c2ccccc12)c1ccncc1	101	0.9	-0.1	0	-1	100	1	2	-10	0.0
O=C(c1cc2cc(Br)cc(Br)c2oc1=O)N1CCCC1	99	1.2	0.4	2	-5	101	-4	-2	2	0.0
Cc1c(C(=O)NCCC2=CCCCC2)oc2ccc(S(=O)(=O)N3CCOCC3)cc12	95	0.28	-3.1	9	6	96	-3	6	-7	-0.3
CCOC(=O)c1c(C)[nH]c(C(=O)CSc2ccccc2)c1C	154*	3.6*	-2.0	39	-55	71	0	160*	-3	0.0
COc1ccc(CCN2C(=O)C(O)=C(C(C)=O)C2c2ccccc2OC)cc1OC (configuration not stated)	99	1	0.2	-4	1	109	-2	x	3	0.2
C=CCN(C(=O)c1csnn1)C(C(=O)NC(C)(C)C)c1ccncc1 (configuration not stated)	111	1.2	-0.1	8	-14	98	-2	6	-5	-0.3
O=C(/C=C/c1c(Cl)nc2ccccn12)N1CCN(c2ccc(F)cc2)CC1	82	1.1	-1.8	7	18	100	2	4	3	0.1
O=C(Oc1cccc2c(=O)[nH]ccc12)c1ccccc1	103	1.1	2.6	17	-4	87	-1	-2	-1	0.3
O=C1C(c2ccnc3ccccc23)=C(O)c2ccccc21	94	3	-0.6	48*	7	63	-3	183*	-3	0.2
Cc1ccsc1C(=O)Nc1nnc(-c2ccco2)o1	101	0.89	-0.4	5	-1	102	-4	24	4	-0.3
COc1ccc(-c2nc(-c3ccccc3)c(-c3cccs3)[nH]2)cc1OC	101	0.36	-0.2	-6	-1	102	-1	1	14	-0.3
COc1ccc(NC(=O)C(CC(C)C)NS(=O)(=O)c2ccc3c(c2)CCN3C(C)=O)cc1OC (configuration not stated)	103	1.1	0.3	-3	-3	100	0	2	2	0.7
O=C(Cn1cccc1C(=O)c1ccccc1)NCc1ccc(Cl)cc1	95	1.6	-0.9	22	4	90	-2	13	-1	-0.2
CCOc1ccccc1CN1CCN(Cc2nc3ccccc3s2)CC1CCO (configuration not stated)	96	0.95	0.2	-3	4	107	-1	-2	-1	-0.3
Cc1nc2ccccc2c(C)c1C(=O)c1ccccc1	106	0.98	-0.4	12	-7	94	-1	11	8	-0.3
COc1ccc(-c2nnc(NC(=O)C3=COCCO3)o2)cc1	98	1.5	-0.6	-8	2	104	-5	14	-16	-0.3
COC(=O)Cc1cc(=O)n2[nH]c(SC)nc2n1	107	1.2	0.3	2	-7	99	-8	-2	1	-0.2
CCN(C(C)=O)c1nc(CSc2nnc(NC(C)C)s2)cs1	102	1.1	-8.9	6	-2	101	-9	-8	-5	-0.2
CCOC(=O)Cn1nnnc1CN(Cc1cccs1)Cc1cc2cc(C)cc(C)c2[nH]c1=O	100	0.96	0.3	12	0	96	1	8	7	-0.1
Cc1ccc(C)c(N=Cc2cc3c(cc2[N+](=O)[O-])OCO3)c1	104	1	0.1	8	-6	95	1	16	-16	-0.4
COc1cccc(N(CC(=O)Nc2cccc(C(C)=O)c2)S(C)(=O)=O)c1	108	1.2	1.3	11	-9	96	5	4	-5	-0.3
C=CCc1cc(Cl)ccc1OCCOCCN(C)C	106	0.92	0.2	8	-10	97	9	-2	-13	-0.4
O=C(c1ccco1)N1CCN(C(=O)c2cc3sccc3n2Cc2ccccc2)CC1	92	0.66	-0.1	18	8	93	-6	13	-1	-0.2
CCOC(=O)C1CCN(Cc2ccc(C(=O)OC)cc2)CC1	98	0.99	1.8	4	2	102	-8	2	1	1.4
CCC(C)NS(=O)(=O)c1ccc(OCC(=O)NCc2ccco2)cc1 (configuration not stated)	104	0.93	0.3	-3	-4	105	-3	-8	0	0.0
COc1ccc(C(OC(=O)c2ccco2)C(=O)NC(C)(C)C)cc1 (configuration not stated)	94	1.3	-1.6	10	6	95	0	1	-6	0.1
Cc1cccc(NC(=O)CSc2ccc(-c3ccc4c(c3)OCO4)nn2)c1C	100	1.1	0.8	-2	0	104	17*	2	-4	-0.2
C(=N\n1cnnc1)/c1cccc(OCCOc2ccccc2)c1	118	0.61	-3.2	2	-20	102	-2	81	7	-0.3
OCCNCc1cccc(OCc2ccccc2Cl)c1	104	0.98	0.3	-9	-4	107	0	23	-7	-0.3

Shown with values under each structure: 4 of the compounds above
Screens in order: STAT1 act, NF-kB expr up, DTT redox prof, STAT3 inh, STAT1 inh, STAT3 act, HMGR II inh, APP 5'UTR act, TLR4-MyD88 BLA, Hsp70 act
Cc1ccc(C)c(N=Cc2cc3c(cc2[N+](=O)[O-])OCO3)c1
→ 104, 1, 0.1, 8, -6, 95, 1, 16, -16, -0.4
COc1cccc(N(CC(=O)Nc2cccc(C(C)=O)c2)S(C)(=O)=O)c1
→ 108, 1.2, 1.3, 11, -9, 96, 5, 4, -5, -0.3
C=CCc1cc(Cl)ccc1OCCOCCN(C)C
→ 106, 0.92, 0.2, 8, -10, 97, 9, -2, -13, -0.4
O=C(c1ccco1)N1CCN(C(=O)c2cc3sccc3n2Cc2ccccc2)CC1
→ 92, 0.66, -0.1, 18, 8, 93, -6, 13, -1, -0.2

New compounds follow.
SMILES	STAT1 act	NF-kB expr up	DTT redox prof	STAT3 inh	STAT1 inh	STAT3 act	HMGR II inh	APP 5'UTR act	TLR4-MyD88 BLA	Hsp70 act
COC(=O)c1cc2ccsc2n1CC(=O)N(C)c1ccccc1	100	1	0.7	1	1	102	-1	-9	-4	-0.3
CCN1C(=O)c2cccc3c(S(=O)(=O)NCc4ccccn4)ccc1c23	100	1	0.1	1	0	104	0	7	8	0.0
CNc1ccc(Br)cc(C(=O)/C=C/c2ccc(Cl)cc2Cl)c1=O	98	1.3	0.2	-4	1	108	-1	-23	-3	0.2
COc1ccc(-c2cnc(SCC(=O)Nc3ccc4c(c3)OCO4)n2Cc2ccco2)cc1	87	0.92	0.3	10	14	90	-2	3	-5	-0.6
O=C(CN(Cc1ccco1)C(=O)CNS(=O)(=O)c1ccccc1)NCc1ccccc1	106	1.2	2.6	0	-7	104	-4	-15	-16	0.2
Cc1cc(C)c(C(=O)COC(=O)c2cccc(S(=O)(=O)NCc3ccccc3)c2)cc1C	103	0.72	0.4	2	-4	103	0	21	-5	-0.6
O=C(/C=C/c1ccccc1)NC(NC(=S)Nc1cccc(Cl)c1)C(Cl)(Cl)Cl (configuration not stated)	93	0.98	2.7	16	8	96	-4	0	5	-0.2
CC1=C(C(N)=O)C(c2ccccn2)n2nc(-c3ccccc3Cl)nc2N1 (configuration not stated)	100	1.1	-0.5	10	1	96	3	-3	-6	0.1
COC(=O)CSc1nc2[nH]ncc2c(=O)[nH]1	100	1.1	-1.0	-2	-2	105	3	26	18	-0.1
COCC(=O)OCC(=O)Nc1cc(C(C)(C)C)nn1-c1ccccc1	98	1.1	-0.2	4	3	98	-1	5	8	-0.2
CN(C)c1nc2ccccc2n(C)c1=O	103	0.91	-1.5	13	-4	91	2	0	-4	-0.1
O=C(CSc1nc(O)c(Cc2ccccc2)c(=O)n1-c1ccccc1)N1CCOCC1	99	1.1	0.3	-1	1	103	-3	-21	8	0.1
CS(=O)(=O)Nc1ccc(Cc2ccc(NS(C)(=O)=O)cc2)cc1	99	0.91	3.4	-5	1	108	-1	-2	11	-0.6
CCCc1ccc(Oc2cc(C)nc(N3CCOCC3)n2)cc1	106	1.4	-4.3	14	-6	91	x	3	6	-0.6
Cc1ccccc1-c1nc(SCc2ccccn2)c2c(=O)n(C)c(=O)n(C)c2n1	94	0.98	0.0	-3	7	102	-4	6	0	0.0
COc1ccc(NC2=C(C(C)=O)C(c3ccc(OC)c(OC)c3)C(C(C)=O)C(C)(O)C2)cc1 (configuration not stated)	107	1.1	0.9	1	-4	102	-3	0	4	-0.2
CCCCn1cnc2cc(NCc3cccc(OC)c3O)ccc21	99	1.2	3.8	3	2	105	-9	-8	3	0.0
O=S1(=O)N=C(N(CCO)/N=C/c2ccccc2)c2ccccc21	96	1.4	-0.8	18	2	91	0	8	-1	-0.1
CC(C)OCCCNC(=O)C1CC(=O)N(C2CCCCCCC2)C1 (configuration not stated)	97	1.5	-0.7	-1	3	103	-3	13	-19	0.2
Cc1ccsc1C(=O)OCC(=O)c1cc2ccccc2o1	106	1.6	0.9	14	-7	92	-3	27	3	-0.2
COc1ccc(C(=O)OCC(=O)N2C(C)CCCC2C)cc1[N+](=O)[O-] (configuration not stated)	89	1.1	-0.1	4	12	97	-2	12	5	-0.3
CC(NC(=O)/C(C#N)=C/c1cccs1)c1ccccc1 (configuration not stated)	101	1.1	-1.3	6	-2	97	0	3	-6	-0.2
O=C(N/N=C/c1ccc(F)cc1)c1ccc(Br)cc1	112	1.5	-7.5	18	-13	89	-3	14	-4	-0.1
Clc1ccccc1OCCCCn1ccnc1	99	0.95	-2.9	0	1	100	-6	24	-7	-0.2
CCCCNC(=O)C(=O)N/N=C/c1ccc(OCC(=O)Nc2cccc(OC)c2)c(OC)c1	102	0.84	0.0	3	-3	101	3	8	12	-0.3
O=C(Nc1cc2c(cc1Br)OCCO2)c1ccco1	115	1.6	2.8	0	-16	103	-4	42	2	0.2
Cc1cccc(NC(=S)NNC(=O)c2ccc3c(c2)OCO3)c1	120	1.1	-0.1	11	-23	91	-5	133	-26	-0.1
O=C(Nc1ccc(N2CCCCC2)c(Cl)c1)c1ncn[nH]1	113	1.2	-0.4	37	-15	74	1	6	5	-0.3

Rows were taken by chance; about 5.6% have a hit in one of these screens.
